# hiPSC survival: hiPSC single-cell survival enhancement; survival enhancement, % at 20 µM; AID 602274; actives 0.044% (n = 360,000); ATPlite luminescence; 100% = ROCK inhibitor wells, 0% = DMSO; in the data active means survival enhancement above about 18%;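 further: cells exposed to compounds for 16 hours before the ATP read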
# NR2E3 ag-1: NR2E3 (human) agonism; inhibition of corepressor binding, % at 4.78 µM; Q9Y5X4; actives 0.12% (n = 320,000); GST-NR2E3/biotin-RetCOR TR-FRET, 1536-well; AID 2300;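 active means percent inhibition above the cutoff of mean plus 3 SD of all tested compounds, set per screening campaign, cut at about 20% in these data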;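 further: 0% = DMSO wells and 100% = biotin wells as full block of FRET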
# Target sequence (Q9Y5X4 whole entry, looked up): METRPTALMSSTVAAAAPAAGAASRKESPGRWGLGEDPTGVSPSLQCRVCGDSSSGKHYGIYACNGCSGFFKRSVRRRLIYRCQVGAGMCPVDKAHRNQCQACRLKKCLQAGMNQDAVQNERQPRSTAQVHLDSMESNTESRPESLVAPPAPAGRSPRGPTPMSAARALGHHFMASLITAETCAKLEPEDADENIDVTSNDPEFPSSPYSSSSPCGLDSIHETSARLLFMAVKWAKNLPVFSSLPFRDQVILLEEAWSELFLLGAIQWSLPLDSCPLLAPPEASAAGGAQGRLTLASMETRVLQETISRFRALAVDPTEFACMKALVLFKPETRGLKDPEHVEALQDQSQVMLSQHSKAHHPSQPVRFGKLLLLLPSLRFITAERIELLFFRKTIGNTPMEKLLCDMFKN
#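 Test system – NR2E3–RetCOR corepressor complex · Quantity – NR2E3 fusion 1.35 nM · Buffer or medium – Tris pH 7.5 · Incubation – Compound–protein incubation for 5 h at 4 °C · Technique – TR-FRET, Eu(K)-anti-GST donor, streptavidin-D2 acceptor, ex 340, em 617/671 nm · Evaluation – percent inhibition of 671/617 nm emission ratio versus biotin and DMSO controls · Plate – 1536-well format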
# CF NFkB block: blocks PAF-induced NF-kB reporter in cystic fibrosis cells. actives 0.86% (n = 360,000). inhibition, % at 5 µM. AID 588850. KKLEB NF-kB-GFP reporter, GFP fluorescence overnight;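 active means at least 50% inhibition at 5 µM, scaled per plate between neutral and stimulator controls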;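 further: PAF is a Pseudomonas aeruginosa culture filtrate used as stimulus; plate controls were PAF-stimulated DMSO wells for no effect and unstimulated DMSO wells for full effect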
# Shn3 3UTR inh: Schnurri-3 reporter inhibition in Clone20 osteoblasts. inhibition, % at 12.5 µM. actives 0.52% (n = 360,000). AID 588674. Clone20 osteoblast Shn3 3'UTR firefly luciferase, 24 h;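 active means mean inhibition of at least 75% with every replicate also reaching 75%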;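 further: 0% = median of neutral control wells and 100% = pilot-screen positive control compound; some compounds past the cut are filed as inactive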
# Peg3 promoter: Peg3 promoter activity inhibition | HeLa PEG-Prom luciferase reporter, luminescence, overnight | inhibition, % at 20 µM | actives 1.7% (n = 360,000);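 active means inhibition of at least 50% at 20 µM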
# NR2E3 ag-2: activates human NR2E3 receptor | CHO-S Gal4-NCOR/VP16-NR2E3 two-hybrid, luciferase | inhibition of corepressor binding, % at 3.98 µM | actives 0.35% (n = 360,000) | AID 602229;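 active means inhibition above the mean of all tested compounds plus 3 SD, cut at about 70% in these data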;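 further: 0% = DMSO with NR2E3 transfected cells and 100% = cells lacking NR2E3 construct; higher means lower luciferase signal from less NR2E3 corepressor binding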
# TRAIL sens C8: caspase-8 TRAIL sensitization. NB7+C8 cells + TRAIL, ATPlite viability luminescence. AID 624354. inhibition (viability loss, TRAIL sensitization), % at 10 µM. actives 1% (n = 360,000);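 active means compounds causing at least 50% loss of cell viability in the single-dose screen, relative to plate controls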
# TRPM1 prom inh: reduces MITF-dependent TRPM1 promoter luciferase signal; AID 488899; inhibition, % at 12.5 µM; actives 0.83% (n = 330,000); SK-MEL-5 TRPM1 promoter luciferase, 24 h;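 active means mean inhibition across replicates of 60% or more, whatever share of single replicates reaches that level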; further: values of inactives mirror those of a sister screen read the other way
# KKLEB tox: CF airway cell cytotoxicity counter-screen; activity change (cytotoxicity), % at 5 µM; KKLEB CF airway cells viability, ATPlite luminescence, overnight; stronger effect = lower value; cells stimulated with P. aeruginosa culture filtrate; actives 0.36% (n = 360,000);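 active means corrected activity change at or below -50% at 5 µM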
# EBV LMP1 NFkB: reduces LMP1-driven NF-kappaB luciferase signal. LMP1-induced NF-kappaB luciferase reporter cells, luminescence. AID 504558. actives 0.69% (n = 350,000). inhibition, % at 12.5 µM; in the data active means inhibition above about 41%;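 further: 0% = neutral control wells and 100% = reference inhibitor control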
# HIF-2a inh: HIF-2a inhibition | actives 0.72% (n = 360,000) | AID 624352 | 786-0 RCC cells HIF-2a reporter, luciferase luminescence, overnight | inhibition, % at 18.8 µM;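 active means inhibition of the luminescence signal of 40% or more relative to plate controls, in a single-dose primary screen at 18.75 µM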
# * hit, by the source's call; . = no result given. Some of the compounds tested, so the mix of outcomes need not match the whole.
SMILES,hiPSC survival,NR2E3 ag-1,CF NFkB block,Shn3 3UTR inh,Peg3 promoter,NR2E3 ag-2,TRAIL sens C8,TRPM1 prom inh,KKLEB tox,EBV LMP1 NFkB,HIF-2a inh
CCc1ccc(NC(=O)CC2C(=O)N(c3cccc(C)c3)C(=O)N2C2CC2)cc1 (stereo not given),-1.5,1,9,-7,10,18,-3,.,-1,-9,-8
CCn1c(-c2cccn(Cc3ccccc3)c2=O)n[nH]c1=S,-1.4,4,15,9,-12,13,-11,12,3,-1,15
O=C1CN(S(=O)(=O)c2cc(C(F)(F)F)ccc2Cl)CCN1,0.2,0,5,3,3,3,10,2,6,0,10
O=[N+]([O-])c1cc(Br)cc(C=Nc2ccc3c(c2)OCO3)c1O,0.0,1,-18,.,8,-13,6,-3,-2,-4,-14
O=C(OCC(=O)N1CCN(c2ccccc2)CC1)c1ccc(Cl)nc1,0.4,-3,17,-3,10,-33,-3,-7,9,-3,14
COc1cc(OC)cc(-c2nnc(SCC(=O)Nc3cccc(C(=O)O)c3)s2)c1,-1.1,2,-5,-4,-9,-16,-3,-6,3,-8,-6
Cc1ccccc1NC(=O)CN1C(=O)CSc2ccc(S(=O)(=O)N3CCCC3)cc21,-0.4,0,4,3,8,-15,0,1,-1,-7,18
Cc1sc2nc(SCc3nnc(-c4cccs4)o3)n(C3CCCC3)c(=O)c2c1C,1.7,3,-14,-8,10,-15,3,6,-6,1,21
NS(=O)(=O)c1ccc(CCNC(=O)NC23CC4CC(CC(C4)C2)C3)cc1,0.2,2,3,9,26,12,-7,-1,-4,-4,18
COC(=O)c1sccc1NC(=S)Nc1cc(OC)ccc1OC,0.3,8,4,-64,-3,12,-1,9,-4,-3,13
COc1ccc(CC(=O)Nc2cc(S(=O)(=O)Nc3ccc(OC)cc3)ccc2OC)cc1,-0.4,.,31,33,17,12,-3,13,8,14,13
CCn1c2ccc(C)cc2c2n[nH]c(=S)nc21,-0.6,-4,3,-6,7,5,1,1,-15,9,14

# As a short view, three of the compounds above.
SMILES,hiPSC survival,NR2E3 ag-1,CF NFkB block,Shn3 3UTR inh,Peg3 promoter,NR2E3 ag-2,TRAIL sens C8,TRPM1 prom inh,KKLEB tox,EBV LMP1 NFkB,HIF-2a inh
O=[N+]([O-])c1cc(Br)cc(C=Nc2ccc3c(c2)OCO3)c1O,0.0,1,-18,.,8,-13,6,-3,-2,-4,-14
O=C(OCC(=O)N1CCN(c2ccccc2)CC1)c1ccc(Cl)nc1,0.4,-3,17,-3,10,-33,-3,-7,9,-3,14
COc1cc(OC)cc(-c2nnc(SCC(=O)Nc3cccc(C(=O)O)c3)s2)c1,-1.1,2,-5,-4,-9,-16,-3,-6,3,-8,-6

# Further entries follow.
SMILES,hiPSC survival,NR2E3 ag-1,CF NFkB block,Shn3 3UTR inh,Peg3 promoter,NR2E3 ag-2,TRAIL sens C8,TRPM1 prom inh,KKLEB tox,EBV LMP1 NFkB,HIF-2a inh
O=C1CSc2ccc(C(=O)NCc3ccccn3)cc2N1,-0.5,.,-17,0,2,8,3,3,-13,4,-8
CCOc1ccc(N2C(=O)CS/C2=C(\C(Cl)=C(Cl)Cl)[N+](=O)[O-])cc1,-0.6,0,-11,4,-3,-14,-11,1,-7,0,-24
CCC(C)Cn1cnc2c(SCc3ccccc3F)nc(N)nc21 (stereo not given),-0.6,.,-25,-23,-166,-4,25,-33,-17,-16,-238
COc1cccc(/C=C/C(=O)OCC(=O)NC(=O)NC2CCCCC2)c1,-0.2,-2,6,-3,3,-35,19,-5,-10,-4,14
O=C(N=C1SC2CS(=O)(=O)CC2N1CCc1ccccc1)C1CC1 (stereo not given),-0.1,1,-7,-1,3,-39,2,-11,2,-5,3
O=C(CCc1ccc(O)cc1)NNC(=S)NCCc1ccccc1,-0.7,-4,-2,-4,16,-8,-24,-3,8,10,26
CNc1ccc(C(=O)N2CCN(S(=O)(=O)c3ccc4c(c3)OCCCO4)CC2)cc1[N+](=O)[O-],0.2,2,-20,27,9,15,0,8,-8,3,17
Cc1cc(C)nc(-n2nc(C)cc2NC(=O)C(C)C)n1,-0.1,2,8,-12,6,-10,-2,-3,-28,-4,21
COc1ccc(-c2csc(C(C)(O)c3ccncc3)n2)cc1OC (stereo not given),1.5,.,2,8,0,-5,-16,.,-4,.,10
O=C(COC(=O)c1ccccc1O)NNC(=O)c1ccc(Br)cc1,-0.2,.,11,1,-7,-3,7,-5,14,-1,1
O=C(COC(=O)CCNS(=O)(=O)c1ccccc1)NC1CC1,0.7,.,7,1,1,-11,-5,4,3,0,7
COc1ccc(NC(=O)C2CCN(C(=O)c3ccco3)CC2)c(OC)c1,-0.3,1,-9,-4,2,13,9,-7,1,2,7
Cc1nc2ccc(NC(=O)N(C)c3ccccc3)cc2s1,-1.2,3,-1,-13,-2,-6,-1,-12,-2,1,11
COc1ccc(/C=N/NC(=O)c2ccn[nH]2)cc1COc1ccc(F)cc1,0.5,2,-27,4,0,4,2,2,7,5,-54
COc1ccc(F)cc1COc1nc(C)nc2ccccc12,0.0,-4,0,8,7,-30,-9,2,-1,-8,1
CCc1nc2ccc(C(=O)NCc3ccc4c(c3)OCO4)cn2c1N(C)C(=O)Cc1ccccc1,-0.1,.,-6,3,5,-6,-4,.,4,.,18
CN(C)S(=O)(=O)N1CCN(c2ccc([N+](=O)[O-])c(NC3CC3)c2)CC1,1.1,-4,14,-11,13,5,-6,2,4,-25,12
CCn1c(CNc2nc(-c3ccccc3)cs2)nnc1SCC(=O)NCc1ccccc1,-1.3,-4,0,-10,16,4,-10,-6,12,11,5
CN(C)c1ccc(/C=N/NC(=O)c2ccc3nc[nH]c3c2)cc1,0.1,-6,-6,-10,-13,-34,28,-10,-11,1,-45
Cc1nc(CNC(=O)c2cc(COc3ccc(F)cc3Cl)on2)cs1,-0.5,-1,-4,8,-32,-4,4,-18,5,-3,-22
COc1ccc(S(=O)(=O)NCC2CCCN(Cc3ccc(OC)cc3F)C2)cc1 (stereo not given),-0.5,0,0,19,11,-21,-12,-21,2,-6,-5
CCC(C)NC(=S)Nc1ccc(C(=O)OC)cc1 (stereo not given),-2.7,2,-3,33,-89,-26,31,1,3,14,-59
CC(C)Cc1cc(C(=O)O)n[nH]1,5.8,4,11,-11,-1,0,10,6,-6,-7,10
CCOc1ccc(C(=S)NC2CCCCC2)cc1OCC,-0.6,-2,14,-22,3,-8,-13,-20,1,2,13
O=C(Cc1ccc(S(=O)(=O)N2CCOCC2)s1)Nc1ccc2c(c1)CCC2,-2.7,-2,0,-4,-22,11,-21,-8,5,-16,-34
COc1ccc(F)cc1S(=O)(=O)NCC(=O)NCc1cc(=O)n(C)c(=O)n1C,0.4,1,-34,-23,-8,3,-21,-4,18,-1,-5
COc1ccc(NC(=O)C2COc3ccccc3O2)cc1S(=O)(=O)N1CCOCC1 (stereo not given),-0.4,-4,4,-11,-18,-24,-13,-15,0,-3,-32
COc1ccc(CCNC(=O)CC(=O)N/N=C\c2ccc(OCC(N)=O)cc2)cc1OC,4.8,.,-12,12,-1,-18,0,.,7,-3,-5
Cc1ccc(-n2nc(C)c(NC(=O)CCl)c2C)cc1C,-3.1,3,14,-56,8,-9,12,-30,-45,-10,-55
CCOC(=O)CC1CCCCN1C(=O)c1cc(COc2cccc3cnccc23)on1 (stereo not given),-0.4,-2,29,89*,11,101*,39,28,-3,33,28
CCCNC(=O)C1(C)CCCN(Cc2ccc(-n3ccnc3)cc2)C1 (stereo not given),-3.4,.,2,1,5,-2,-8,.,19,.,-1
O=C(Nc1ccccc1)N1CCN(c2ccccc2)CC1,0.6,.,-27,-16,-40,-38,-13,-17,1,-4,-56
COc1ccccc1CC(=O)NNC(=O)c1cccs1,1.2,1,1,-7,13,-15,1,30,-3,-24,5
CC(C)OC(=O)CSc1nnc(-c2ccc(O)cc2)n1Cc1ccccc1,-1.5,3,7,-8,16,0,-13,6,9,-34,5
CCC(C)NC(=O)c1ccccc1NC(=O)COc1ccc(OC)cc1 (stereo not given),-1.8,.,2,-14,13,13,9,6,2,-5,9
CCCN(CCC)C(=O)Cn1c(=O)n(CCCCCC(=O)Nc2ccccc2)c(=O)c2sccc21,-0.1,-2,-11,9,15,0,-11,4,-3,-3,6
Cc1ccc(C(=O)N2CCC3(CC2)Oc2ccc(F)cc2C(=O)C32CC(c3cccnc3)=NO2)s1 (stereo not given),-2.3,3,0,2,7,-13,-13,7,2,8,17
CC(=O)c1cc(NC(=O)c2ccc(C)cc2)c(=O)oc1/C=C/N(C)C,-3.1,-7,-12,-16,-96,-51,10,-13,2,-4,-42
C=CCOc1ccc(C2N3CC4(C)CN2CC(CCC)(C3)C4=O)cc1 (stereo not given),1.5,-1,-4,0,11,-11,6,12,4,9,0
O=C(NCCCn1ccnc1)c1ccccc1F,-0.6,3,5,-9,11,15,18,13,0,2,25
COc1ccc2[nH]c(=O)c(CN(Cc3cccnc3)S(=O)(=O)c3ccccc3F)cc2c1,-0.1,7,82*,-1,60*,36,15,-12,-39,6,6
CCCCNC(=O)C1(C)CCCCN1C(=O)c1cccc(OC(F)(F)F)c1 (stereo not given),-0.2,.,3,-5,4,-3,-6,.,-9,.,7
COc1cccc(CNC(=O)C23CN(Cc4ccccc4)CC2C(c2ccc([N+](=O)[O-])cc2)=NO3)c1 (stereo not given),2.1,3,-13,25,9,-35,-11,-9,-8,3,-1
O=c1cc(/C=C/c2cccs2)[nH]c2ccccc12,0.7,1,6,21,10,-19,18,8,0,6,-55
O=C1CC(c2ccco2)Cc2nc(NCC3CCCO3)ncc21 (stereo not given),3.3,-2,11,0,4,-10,-2,-1,9,1,-4
CCC1=NC(c2ccc(OC)c(OC)c2)N(O)C1(C)C (stereo not given),-1.2,1,-4,-8,4,-4,-7,-1,-15,0,13
COc1ccc(C(=O)N/N=C/c2ccc(N3CCOCC3)s2)cc1OC,-0.4,-13,-14,8,-1,-28,-6,-10,-10,-12,3
O=C(c1c(F)cccc1F)N1CCC(n2nnc3cc(C(F)(F)F)ccc32)CC1,0.2,8,7,12,14,-1,16,-4,-4,8,11
Cc1c(C(=O)O)sc2nc(CSc3nnc(-c4ccc(F)cc4)n3C)[nH]c(=O)c12,0.5,0,-9,-17,4,-14,-5,0,16,-6,7
CN(CC(=O)c1c(N)n(C)c(=O)n(C)c1=O)c1ccccc1,-0.5,-2,1,3,18,-16,-4,-7,2,-1,12
CC(C)N(CCNC(=O)c1ccc(CS(=O)(=O)c2c(Cl)cccc2Cl)o1)Cc1ccccc1,0.2,3,1,30,-17,-16,-7,-6,1,-3,3

# An excerpt from above in order of the HIF-2a inh value, smallest number first:
canonical_smiles	NR2E3 ag-1	CF NFkB block	Shn3 3UTR inh	Peg3 promoter	NR2E3 ag-2	TRPM1 prom inh	EBV LMP1 NFkB	HIF-2a inh
COc1ccc(/C=N/NC(=O)c2ccn[nH]2)cc1COc1ccc(F)cc1	2	-27	4	0	4	2	5	-54
CC(C)Cc1cc(C(=O)O)n[nH]1	4	11	-11	-1	0	6	-7	10
O=C(c1c(F)cccc1F)N1CCC(n2nnc3cc(C(F)(F)F)ccc32)CC1	8	7	12	14	-1	-4	8	11

# Screening results: PubChem, several laboratories
